MBNL1 CUG block: blocks human MBNL1 binding to CUG repeat RNA | Q9NR56 | TR-FRET MBNL1-His/biotin-(CUG)12 binding, 665/545 ratio | Potency, µM (titrated, usually from 57.5 µM), inactives show top-dose activity change, negative = inhibition, usual class: inhibitors | 280,000 compounds, 0.036% hits | AID 2675; active = well fitted inhibition curve with a large enough effect in the signal ratio, with a control signal flat, not every such curve was filed as active; inconclusive = small, poorly fitted or top-dose-only effect, or effect the other way, or a change in a side signal; inactive = no such curve, though single readings can be large or run the other way; the % refers to the signal ratio; note: potency is the fitted concentration of half-maximal effect; % is set by controls: 0 for no effect and ±100 for the full control effect
Target sequence (Q9NR56 whole entry, looked up): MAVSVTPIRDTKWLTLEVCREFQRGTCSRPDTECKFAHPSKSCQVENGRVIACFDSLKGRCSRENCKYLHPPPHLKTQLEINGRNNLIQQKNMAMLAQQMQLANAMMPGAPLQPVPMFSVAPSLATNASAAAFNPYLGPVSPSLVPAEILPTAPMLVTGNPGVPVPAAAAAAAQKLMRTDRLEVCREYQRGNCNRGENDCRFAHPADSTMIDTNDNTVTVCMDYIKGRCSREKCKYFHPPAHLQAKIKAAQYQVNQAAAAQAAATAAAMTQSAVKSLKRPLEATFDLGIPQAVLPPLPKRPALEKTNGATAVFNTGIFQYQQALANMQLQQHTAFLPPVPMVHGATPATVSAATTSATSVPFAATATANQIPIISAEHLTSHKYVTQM
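TR-FRET readout: Ex 340 nm, 665/545 nm emission ratio, normalized to buffer-only (basal) and MBNL1-(CUG)12 controls. Complex of MBNL1-His with Biotin-(CUG)12, compounds 92 nM–58 uM, incubated 60 min at room temperature.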
PTAP TSG101 blk: blocks PTAP/TSG101 interaction to inhibit HIV-1 budding; Fluorescence polarization, FITC-PTAP peptide / Tsg101 binding; Q99816; AID 493005; 340,000 tested, under 10 active; Potency, µM (titrated, usually from 115 µM), for inactives: top-dose activity change, negative = inhibition, hits mostly inhibitors; active = well fitted inhibition curve with a large enough effect in the main read-out, with a control signal flat, not every such curve was filed as active; inconclusive = small, poorly fitted or top-dose-only effect, or effect the other way, or a change in a side signal; inactive = no such curve, though single readings can be large or run the other way; note: potency is the fitted concentration of half-maximal effect; % of control where 0% means no effect
Target sequence (Q99816 whole entry, looked up): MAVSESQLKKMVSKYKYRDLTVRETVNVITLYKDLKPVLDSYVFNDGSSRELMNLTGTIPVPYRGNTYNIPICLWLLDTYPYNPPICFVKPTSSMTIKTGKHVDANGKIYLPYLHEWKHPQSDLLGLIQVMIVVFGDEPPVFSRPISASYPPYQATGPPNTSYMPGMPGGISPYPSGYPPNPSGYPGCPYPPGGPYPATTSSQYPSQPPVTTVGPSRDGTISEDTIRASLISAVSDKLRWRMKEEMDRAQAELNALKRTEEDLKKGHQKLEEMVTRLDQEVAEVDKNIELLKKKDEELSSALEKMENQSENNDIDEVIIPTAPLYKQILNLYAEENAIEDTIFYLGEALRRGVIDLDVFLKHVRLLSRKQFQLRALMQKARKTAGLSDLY
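Steps: Tsg101 binding domain dispensed (10 uM final), compounds pinned in DMSO, FITC-labeled PTAP-motif peptide added (50 nM final); after 20 min binding at room temperature, polarization measured.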
S-ASM inh: blocks human secretory acid sphingomyelinase | P17405 | placental ASM, HMU-PC fluorogenic substrate, 60 min | Potency, µM (top dose mostly 57.5 µM), without a hit: at the highest dose activity change, negative = inhibition, hits mostly inhibitors | 340,000 compounds, 0.006% hits | AID 504937; note: potency is the fitted concentration of half-maximal effect
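Human placenta-derived ASM preincubated with compound 10 min at room temperature, then reacted with 9 uM (final) fluorogenic HMU-PC substrate for 60 min at 37 C. Stop solution raises pH to 10; fluorescence read at Ex 386/Em 447 nm.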
TCR activator: activates T cell receptor signaling. primary human leukocytes, anti-CD3, IL-2 HTRF, 48 h. Potency, µM (doses to about 9.22 µM), without a hit: at the highest dose activation of IL-2 secretion, most hits filed as activators. 330,000 tested, under 10 active. AID 504894; note: % of control where 0% means no effect
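Using a-CD3 beads without co-stimulation, primary human leukocytes were exposed to compounds for 48 hr. An HTRF IL-2 kit measured the cytokine, with europium-to-d2 energy transfer producing emission at 665nm upon 320nm excitation.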
Integrin act MD: integrin-mediated muscular dystrophy alleviation activation. alpha7betagal myoblasts, beta-gal FDG fluorescence, 48 h. Potency, µM (series often up to 38.3 µM), without a hit: at the highest dose activation, actives largely listed as activators. 350,000 compounds, 0.064% hits;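 note: potency is the fitted concentration of half-maximal effect; 100% = response of the positive control SU9516; nearly all actives have a fitted effect of over 60% in size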
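alpha7betagal+/- myoblasts (passage 13, 250/well) treated 48 h at 37C with compounds at 1:260 dilution of DMSO stock. Lysed, then beta-galactosidase activity read as FDG fluorescence (ex 480/em 540) after 30 min, with pre-read for autofluorescence.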
Menin MLL FP TR: inhibitors of human menin-MLL interaction, mutant MLL peptide | Menin + Texas Red MLL mutant peptide, fluorescence polarization | Potency, µM (series often up to 61.6 µM), for the others: at the top dose FP activity change, negative = inhibition, usual class: inhibitors | AID 1768 | 270,000 compounds, 0.23% hits | O00255; active = well fitted inhibition curve with a large enough effect in the polarisation, with a control signal flat, not every such curve was filed as active; inconclusive = small, poorly fitted or top-dose-only effect, or effect the other way, or a change in a side signal; inactive = no such curve, though single readings can be large or run the other way; the % refers to the polarisation; note: potency is the fitted concentration of half-maximal effect; % of control where 0% means no effect; many of its hits are not listed in these tables
AT treatment: candidate therapy for ataxia-telangiectasia; AID 485349; 320,000 compounds, 0.19% hits; Potency, µM (top dose mostly 57.5 µM), for inactives: at the top dose activation, most hits filed as activators; […] A-T fibroblasts, KAP-1 phosphorylation AlphaLISA; neocarzinostatin DNA damage 30 min before lysis; note: potency is the fitted concentration of half-maximal effect; % of control where 0% means no effect; nearly all actives have a fitted effect of over 45% in size
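ATM-like activity read as KAP-1 phosphorylation via AlphaLISA donor/acceptor antibody pairs after lysis and 6 hr at 25C. Cells were ATM-null patient fibroblasts ([…], hTERT), dosed 60 min, then exposed to the DSB inducer NCS for 30 min.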
TSHR antagonist: antagonists of human thyroid stimulating hormone receptor; TSHR-expressing cells, TSH-stimulated cAMP HTRF, 2 h; hits give low values; activity change, negative = inhibition, % at 11.5 µM; 330,000 compounds, 0.2% hits; AID 504810;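 active = activity change below a set negative limit, meaning inhibition stronger than a set level, cut at about -70% in these data; inconclusive = activity change between two set negative limits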; note: % is set by controls: 0 for no effect and ±100 for the full control effect
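Freshly harvested TSHR cells receive pin-tooled compound, then EC80 TSH at 4nM final. After 2 hours at 37 deg C, antibody in lysis buffer and cAMP-d2 are added; 30 minutes at ambient temperature precede the HTRF read.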
Mito fusion act: mitochondrial division inhibition or fusion activation; 320,000 compounds, 0.23% hits; AID 485298; S. cerevisiae fusion-defective mutant growth rescue, CellTiterGlo 48 h; Potency, µM (highest dose often 46.1 µM), without a hit: at the top dose growth rescue (activation), most hits filed as activators;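 note: potency is the fitted concentration of half-maximal effect; % of control where 0% means no effect; nearly all actives have a fitted effect of over 45% in size; temperature-sensitive fusion mutants such as fzo1-1 at 37 °C on non-fermentable ethanol glycerol medium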
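Growth-rescue viability read-out: after 48 h at the non-permissive 37C in glycerol/ethanol YPEG, yeast mitochondrial fusion mutants are measured by CellTiterGlo luminescence; compounds (23 nl pinned per well) restoring growth score as division inhibitors or fusion activators.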
CXXC DNA block: blocks binding of human MLL CXXC domain to DNA. MLL-CXXC / FITC-HOXA9 DNA fluorescence polarization. Q03164. 290,000 compounds, 0.037% hits. Potency, µM (highest dose often 115 µM), without a hit: top-dose activity change, negative = inhibition, actives largely listed as inhibitors; active = well fitted inhibition curve with a large enough effect in the polarisation, with a control signal flat, not every such curve was filed as active; inconclusive = small, poorly fitted or top-dose-only effect, or effect the other way, or a change in a side signal; inactive = no such curve, though single readings can be large or run the other way; the % refers to the polarisation; note: potency is the fitted concentration of half-maximal effect
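Steps: dispense CXXC domain solution (7 uM) → pin compounds or unlabeled HOX-A9 DNA control → 5 min ambient → add FLSN-HOX-A9 solution (50 nM) → spin → 30 min ambient → fluorescence polarization. Tris pH 7.5/NaCl/DTT/BSA buffer.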
* hit, by the source's call; ? = inconclusive; . = not tested or not shown; [ ] = remark or other dose. Unless noted, calls come from the whole dose curve; as a rule, active = well fitted curve in the direction sought with a large enough effect; inconclusive = small, poorly fitted or top-dose-only effect, or another doubt; inactive = no such curve, though single readings can be large; an effect the other way counts as inactive or inconclusive. An excerpt; count on the stated rates, not on these rows.

SMILES	MBNL1 CUG block	PTAP TSG101 blk	S-ASM inh	TCR activator	Integrin act MD	Menin MLL FP TR	AT treatment	TSHR antagonist	Mito fusion act	CXXC DNA block
O=C(CCl)Nc1cccc(S(=O)(=O)N2CCCCCC2)c1	-14%	0%	-1%	4%[46.1 µM]	-50%[inhibitor]	11%	4%	-4	2%	-2%
O=C1OCCC1N1C(=O)c2ccccc2S1(=O)=O (stereo not drawn)	7%	-1%	6%	6%	-8%	-8%	6%	0	1%	-3%
CCCCC1C(C#N)=C(C)NC2=C1C(=O)CC(C)(C)C2 (stereo not drawn)	12%	-4%	.	2%	1%	.	9%	-8	0%	-9%
Cc1cc(C)n(CC(O)CN2C(=O)NC(C)(C)C2=O)n1 (stereo not drawn)	-7%	-2%	-2%	-3%	11%	0%	-6%	9	3%	7%
O=C(COc1ccc(S(=O)(=O)N2CCOCC2)cc1Cl)NCc1ccco1	-5%	-14%	0%	0%	-9%	-12%	3%	-3	-8%	-16%
Cc1cc(SCC(=O)OCC(=O)c2c(N)n(C)c(=O)n(C)c2=O)c(C)cc1Br	3%	-4%	-18%	0%	0%	23%	-3%	13	4%	-4%
O=C1NC(=O)c2cc(NC(=O)C3COc4ccccc4O3)ccc21 (stereo not drawn)	24%	1%	-3%	2%	-4%	26%	5%	15	6%	5%
Cc1ccc(S(=O)(=O)N(C)C)cc1NC(=O)C(C)OC(=O)c1ccc2c(=O)n3c(nc2c1)CCC3 (stereo not drawn)	.	0%	86%[activator]	-6%	5%	.	.	.	.	.
CC(SC1=Nc2ccccc2C2CC=NN12)C(=O)NC1(C#N)CCCCC1 (stereo not drawn)	.	-6%	0%	-2%	-34%	.	13%	15	-3%	.
CCOc1c(Cl)cc(CNC(C)(C)CC(C)(C)C)cc1OC	-2%	-8%	5%	.	13%[7.66 µM]	-17%	2%	-2	-4%	14%
Cc1cc(OCc2cc(C(=O)NC3CCC3)no2)cc(C)c1Cl	-6%	-5%	-3%	-1%	0%	-1%	-3%	-24	0%	7%
CCOC(=O)C(=COC(=O)c1ccccc1)NC(=O)Cc1ccccc1	.	-1%	-1%	-21%	24%	.	.	.	.	.
O=C(Nc1ccccc1)c1cc(-n2cnnc2)ccc1Cl	1%	-3%	3%	5%	6%	?	5%	50	3%	10%
COCCn1c(SCC(N)=O)nc2c(c1=O)SC(C)C2 (stereo not drawn)	-9%	-3%	1%	-4%[46.1 µM]	31%	-9%	-3%	-9	0%	-3%
CCCCCCC(=O)N(O)C1CC(=O)N(Cc2ccccc2)C1=O (stereo not drawn)	-4%	0%	-11%	-2%	11%	1%	1%	-36	9%	2%

Taken from the listing (two entries):
SMILES	MBNL1 CUG block	PTAP TSG101 blk	S-ASM inh	TCR activator	Integrin act MD	Menin MLL FP TR	AT treatment	TSHR antagonist	Mito fusion act	CXXC DNA block
Cc1ccc(S(=O)(=O)N(C)C)cc1NC(=O)C(C)OC(=O)c1ccc2c(=O)n3c(nc2c1)CCC3 (stereo not drawn)	.	0%	86%[activator]	-6%	5%	.	.	.	.	.
CC(SC1=Nc2ccccc2C2CC=NN12)C(=O)NC1(C#N)CCCCC1 (stereo not drawn)	.	-6%	0%	-2%	-34%	.	13%	15	-3%	.

Following part:
SMILES	MBNL1 CUG block	PTAP TSG101 blk	S-ASM inh	TCR activator	Integrin act MD	Menin MLL FP TR	AT treatment	TSHR antagonist	Mito fusion act	CXXC DNA block
COC(=O)c1ccc(N2CCOCC2)c(F)c1	-3%	-3%	0%	1%	-12%	1%	.	-3	1%	3%
CC(=O)c1ccc(-n2cc(C#N)c(=O)[nH]c2=O)cc1	2%	-1%	4%	2%	-8%	?	-11%	-3	-8%	?
CCCN(CCC)S(=O)(=O)c1ccc(C(=O)Nc2cc3oc4ccccc4c3cc2OC)cc1	-14%	-1%	3%	0%[46.1 µM]	-2%	-11%	-3%	-2	-1%	14%
COc1ccc(-c2ccc(/C=C3/C(=N)N4C(C)=CSC4=NC3=O)o2)c([N+](=O)[O-])c1	21%	-3%	-12%	-2%[46.1 µM]	1%	?	-11%	-14	9%	-2%
Cc1cccc(NC(=O)c2ccoc2C)n1	-5%	-4%	1%	-1%	-3%	6%	-3%	4	0%	3%
Brc1ccc(-c2nn[nH]n2)cc1	-6%	-6%	11%	-2%	0%	.	?	8	5%	13%
C=CCn1c(SCc2c(C)noc2C)nc2sc3c(c2c1=O)CCC(C)C3 (stereo not drawn)	3%	-8%	-1%	-2%	-21%	-19%	-11%	-10	-2%	-4%
Cc1nc(SCC(=O)Nc2cccc(C(=O)O)c2)n[nH]1	-2%	0%	-2%	-2%	29%	-1%	-8%	-1	6%	1%
COc1cccc(C(=O)Cn2c(N3CCOCC3)nc3c2c(=O)n(C)c(=O)n3C)c1	8%	-8%	-2%	.	-37%[7.66 µM]	22%	0%	3	0%	1%
Cc1c(CN(C)C(=O)c2nn(C)cc2[N+](=O)[O-])cnn1C	-5%	-1%	2%	0%[46.1 µM]	14%	-1%	-4%	5	-2%	1%

Three structures out of the list, ordered by count of non-hydrogen atoms, lowest first.
SMILES	MBNL1 CUG block	PTAP TSG101 blk	S-ASM inh	TCR activator	Integrin act MD	Menin MLL FP TR	AT treatment	TSHR antagonist	Mito fusion act	CXXC DNA block
Brc1ccc(-c2nn[nH]n2)cc1	-6%	-6%	11%	-2%	0%	.	?	8	5%	13%
COC(=O)c1ccc(N2CCOCC2)c(F)c1	-3%	-3%	0%	1%	-12%	1%	.	-3	1%	3%
COc1ccc(-c2ccc(/C=C3/C(=N)N4C(C)=CSC4=NC3=O)o2)c([N+](=O)[O-])c1	21%	-3%	-12%	-2%[46.1 µM]	1%	?	-11%	-14	9%	-2%

4 compounds from above with just S-ASM inh:
SMILES	S-ASM inh
CCCN(CCC)S(=O)(=O)c1ccc(C(=O)Nc2cc3oc4ccccc4c3cc2OC)cc1	3%
COc1ccc(-c2ccc(/C=C3/C(=N)N4C(C)=CSC4=NC3=O)o2)c([N+](=O)[O-])c1	-12%
Cc1cccc(NC(=O)c2ccoc2C)n1	1%
Brc1ccc(-c2nn[nH]n2)cc1	11%
